Compound activity (PubChem BioAssay)
Abeta yeast res: qHTS for compounds that reverse cellular toxicity of Amyloid beta (A-beta) peptide in yeast: Primary Screen. 410,000 tested, 0.063% active. yeast expressing A-beta42, growth rescue, OD600, 48 h; response scale: 0% DMSO, 100% iron-clioquinol control. Potency, µM (series often up to 46.1 µM), for inactives: top-dose growth rescue, usual class: activators; note: potency is the fitted concentration of half-maximal effect; nearly all actives have a fitted effect of over 55% in size
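Growth rescue measured by 600 nm absorbance after 48 h yeast culture at 30 C with compound. Values normalized between DMSO and an equimolar ferric chloride plus clioquinol control.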
aSyn yeast inh: qHTS of alpha-syn Inhibitors; Yeast expressing alpha-synuclein, growth rescue, BacTiter-Glo, 24 h; Potency, µM (series often up to 46.1 µM), inactives show top-dose growth rescue (activation), most hits filed as activators; 370,000 tested, 0.14% active; note: potency is the fitted concentration of half-maximal effect; % of control where 0% means no effect; nearly all actives have a fitted effect of over 65% in size
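Rescue of yeast growth: cells expressing toxic alpha-synuclein, induced in galactose at OD600 0.02, incubated with compound 24 h at 30 C. ATP luminescence quantified growth; inhibitors of toxicity appear as activators.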
D3 antag: qHTS of D3 Dopamine Receptor Antagonist: qHTS; D(3) dopamine receptor (Homo sapiens), P35462; D3R cells, DiscoveRx beta-arrestin luminescence, antagonist mode; active compounds read low; max response, negative = inhibition, %; 360,000 tested, 2.5% active; AID 652054, 2013; in the data active = max response below about -50%; inconclusive = no clear call, values can overlap the other calls; note: % is set by controls: 0 for no effect and ±100 for the full control effect; mostly tested at two doses, the higher about 12 µM
Target sequence (P35462 whole entry, looked up): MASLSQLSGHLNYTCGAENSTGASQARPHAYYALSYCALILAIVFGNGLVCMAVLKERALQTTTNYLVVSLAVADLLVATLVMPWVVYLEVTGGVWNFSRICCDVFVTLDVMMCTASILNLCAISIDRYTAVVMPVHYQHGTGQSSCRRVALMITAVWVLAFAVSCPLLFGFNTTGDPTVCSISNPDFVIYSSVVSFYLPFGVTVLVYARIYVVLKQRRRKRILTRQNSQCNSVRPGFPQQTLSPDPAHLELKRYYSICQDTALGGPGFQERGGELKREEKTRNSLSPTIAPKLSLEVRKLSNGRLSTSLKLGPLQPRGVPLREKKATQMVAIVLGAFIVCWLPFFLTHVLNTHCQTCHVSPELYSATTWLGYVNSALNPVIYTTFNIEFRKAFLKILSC
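Cells plated overnight at 1500 cells/well, then exposed to library compounds with dopamine controls for 90 minutes at 37 degrees C. DiscoveRx reagent added for 30–60 minutes at room temperature; luminescence read, quantitative HTS format.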
EPAC2 agonist: qHTS for Agonist of cAMP-regulated guanine nucleotide exchange factor 4 (EPAC2): primary screen; 360,000 tested, 0.079% active; EPAC2 activation, biochemical qHTS; response scale: 100% = 6.5 mM cAMP response; Rap guanine nucleotide exchange factor 4 (Homo sapiens), Q8WZA2; Potency, µM (doses to about 154 µM), for the others: top-dose activation, hits mostly activators; AID 720711, 2013; note: potency is the fitted concentration of half-maximal effect; nearly all actives have a fitted effect of over 50% in size
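Fluorescence exchange assay: 100 nM EPAC2 with 250 nM RAP1B-BODIPY-GDP and 50 uM GDP; compounds tested as a concentration-titration series (qHTS). Loss of Rap1-bound BODIPY-GDP fluorescence read at 480/540 nm; data normalized to 6.5 mM cAMP.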
EPAC2 antagonist: qHTS for Antagonist of cAMP-regulated guanine nucleotide exchange factor 2 (EPAC2): primary screen; Potency, µM (series often up to 114 µM), inactives show top-dose activity, negative = inhibition, usual class: inhibitors; EPAC2 GEF exchange of Rap1B-BODIPY-GDP, fluorescence; 360,000 tested, 0.18% active; Rap guanine nucleotide exchange factor 4 (Homo sapiens), Q8WZA2; note: potency is the fitted concentration of half-maximal effect; % is set by controls: 0 for no effect and ±100 for the full control effect; nearly all actives have a fitted effect of over 45% in size; many of its hits are not listed in these tables
FUS suppressor: qHTS for Suppressors of FUS Proteinopathy: Primary screen using FUS-linked yeast assay; S. cerevisiae FUS-expressing, growth rescue, OD600, 24 h; Potency, µM (titrated, usually from 76.6 µM), for inactives: at the top dose growth rescue (activation), actives largely listed as activators; 390,000 tested, 0.24% active; AID 1347120, 2019;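 note: potency is the fitted concentration of half-maximal effect; plate controls were DMSO vehicle for no effect and reference control for full effect; nearly all actives have a fitted effect of over 55% in size; some results filed as inactive show a strong effect at the top dose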
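Absorbance at 600 nm, taken 24hr after compound addition, measured rescue of FUS-yeast growth at 30C. Induction used 2% galactose with seeding at OD 0.005. Controls: CP55940 from 92uM final, DMSO only.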
TDP-43 yeast inh: qHTS of TDP-43 Inhibitors; TDP-43 expressing yeast growth rescue, BacTiter-Glo, 24 h; Potency, µM (doses to about 46.1 µM), inactives show at the top dose growth rescue (activation), actives largely listed as activators; 410,000 tested, 1.8% active; note: potency is the fitted concentration of half-maximal effect; % of control where 0% means no effect; nearly all actives have a fitted effect of over 50% in size
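Yeast expressing TDP-43 (pregrown in raffinose, seeded at OD600=0.02 in galactose medium) exposed to compounds 24 hr at 30 deg C. Growth read by BacTiter-Glo luminescence; rescue of toxicity appears as increased signal.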
D3 ag: qHTS of D3 Dopamine Receptor Agonist: qHTS; max activation, %; D3R DiscoveRx beta-arrestin cells, luminescence, 90 min; AID 652048, 2013; 410,000 tested, 0.58% active; in the data active = max activation above about 30%; note: 0% is about no effect; mostly tested at two doses, the higher about 12 µM
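Cells at 1500/well, incubated overnight, then treated with pinned compounds (dopamine as control) for 90 min at 37 degrees C. DiscoveRx reagent added for 30 - 60 minutes at room temperature; luminescence read.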
Starred values were filed as active, the others as inactive; ? = inconclusive; · = not tested or not shown; & = joins results of further samples; [ ] = another dose, or the depositor's remark. Unless noted, calls come from the whole dose curve; as a rule, active = well fitted curve in the direction sought with a large enough effect; inconclusive = small, poorly fitted or top-dose-only effect, or another doubt; inactive = no such curve, though single readings can be large; an effect the other way counts as inactive or inconclusive. Only part of the results is shown; count on the stated rates, not on these rows.

cpd | SMILES | D3 antag | Abeta yeast res | D3 ag | aSyn yeast inh | EPAC2 antagonist | TDP-43 yeast inh | EPAC2 agonist | FUS suppressor
1 | Cc1ccc(S(=O)(=O)N2CCOCC2)cc1NC(=O)CSCc1c(C)noc1C | 49 | -11% | -2 | -3% | 7% | -2% | 1% | 19%
2 | O=S(=O)(c1ccc(Cl)cc1)N1CCN(CCc2ccncc2)CC1 | -22 | -2% | -4 | -3% | 10% | -13% | 8% | 6%
3 | COc1cc(C(=O)Nc2cccc(-c3nc4cc(C)ccc4o3)c2C)cc(OC)c1OC | 0 | 0% | 8 | -1% | 4% | -6% | 2% | 7%
4 | COc1ccc(-n2c(SCC(=O)Nc3ccc(C(=O)O)cc3)nnc2-c2ccccc2)cc1OC | 13 | -2% | 1 | -1% | -2% | 21% | 3% | -20%
5 | CCCCCCCCNC(=S)NCCN1CCCCC1 | -23 | -9% | -7 | -9% | 8% | -14% | -2% | 26%
6 | COc1ccc(NC(=O)COc2ccc(C(=O)OCC(=O)N(C(C)C)C(C)C)cc2OC)cc1 | -1 | -8% | 0 | 2% | 8% | 4% | -7% | 27%
7 | Cc1cccc(-c2nc3ccccc3c(=O)[nH]2)c1 | -4 | 3% | 10 | -9% | 2% | ? | 0% | ?
8 | COc1ccc(C(=O)Nc2cccc(C)c2)cc1S(=O)(=O)N1CCOCC1 | 10 | 23% | 0 | 2% | -3% | -9% | -1% | 5%
9 | COc1ccc(C(=O)COC(=O)c2ccc(Cl)nc2)c(OC)c1 | -10 | -21% | 3 | -1% | 4% | ? | 8% | 30%
10 | COc1cc(Cl)c(C)cc1NC(=O)c1ccc(NS(=O)(=O)c2ccc(F)c(F)c2)cc1 | 3 | -3% | 5 | -5% | 2% | -2% | 13% | 4%
11 | CC(=O)NCC(=O)NC1CC(C)(C)Cc2c1cnn2-c1ccccc1 (stereo unspecified) | 8 | 3% | 4 | 0% | -8% | 6% | 2% | 11%
12 | CCC(C)(CC(=O)O)CC(=O)Nc1cc(C(F)(F)F)cc(C(F)(F)F)c1 (stereo unspecified) | 17 | -13% | 32* | 7% | 0% | 8% | -12% | 15%
13 | O=C(COc1ccc2ccc(=O)oc2c1)NC1CCCCC1 | -26 | -13% | -2 | 9% | -7% | ? | 16% | ·
14 | COc1ccc(NC2CCCN(C(=O)CSc3ccccc3)C2)cc1OC (stereo unspecified) | -21 | -11% | -18 | 10% | -3% | 23% | 1% | ·
15 | Cc1ccc(N(C(C)C(=O)Nc2ccc(S(=O)(=O)N3CCOCC3)cc2)S(C)(=O)=O)cc1 (stereo unspecified) | -7 | 0% | 3 | 4% | -3% | -9% | -1% | -2%
16 | CCN1CCCC1CNC(=O)Cn1cc2c(n1)CCC(C)C2 (stereo unspecified) | 7 | -3% | -1 | 2% | -6% | 5% | 8% | -15%
17 | O=C(c1ccc(Cl)cc1)C1C2C(=O)N(c3ccccc3)C(=O)C2C2CCCN21 (stereo unspecified) | -18 | -3% | -3 | 0% | 8% | -29% | 1% | -17%
18 | CCCC1=C/C(=C/c2ccc(-c3ccccc3OC)o2)C(=O)O1 | 2 | 4% | -4 | 13% | 5% | 0% | 6% | ·
19 | O=C(CN1CCOCC1)Nc1ccccc1Cl | 15 | 15% | 3 | 0% | 11% | -7% | -3% | -11%
20 | CC(C)CNC(=O)/C=C/C(=O)O | -17 | -7% | 1 | 0% | 19% | -4% | -1% | -31%
21 | CCC(C)c1ccc(NC(=O)c2cnn3c(C(F)F)cc(C)nc23)cc1 (stereo unspecified) | 13 | -2% | 7 | 11% | -7% | -19% | -10% | 30%
22 | O=C(NCc1ccccn1)[C@@H]1CCCN1C(=O)[C@@H]1CCCN1C(=O)c1cccc(Cl)c1 | 12 | -1% | 3 | 3% | -2% | 17% | -5% | -14%
23 | CNC(=O)CSc1nc(-c2ccccc2)c(-c2ccccc2)o1 | -14 | -5% | -5 | 0% | -28% | -4% | 2% | 17%
24 | Cc1ccc(/C=N/Nc2cccc3cccnc23)c(O)c1 | 7 | -18% | -7 | -21% | -3% | 14% | 8% | 16%
25 | CN(Cc1ccccc1)C(=O)c1nc2ccccn2c1CNCCn1cccn1 | -6 | -2% | -7 | 0% | 5% | -10%[0.397 µM] | 4% | -2%
26 | CCOC(=O)c1c(C)n(-c2ccccc2)c2ccc(OC(=O)c3ccccc3)cc12 | · | 5% | -13 | · | · | 9% | · | 21%
27 | O=C(O)/C(=C\c1c(C(=O)O)[nH]c2cc(Cl)cc(Cl)c12)c1ccccc1 | 0 | -18% | -2 | 2% | -8% | -5% | -3% | -32%
28 | CC(=O)c1c(Nc2ccc3c(c2)OCCO3)oc(C)cc1=O | 3 | -4% | 3 | -1% | -7% | 18% | 2% | 7%
29 | CCCCOC(=O)C1=C(C)Nc2ncnn2C1c1ccc(OC)c(OC)c1OC (stereo unspecified) | 34 | 3% | 0 | -4% | 7% | -15% | -15% | 35%
30 | COc1ccc(CNC(=O)[C@H](Cc2c[nH]c3ccccc23)NC(C)=O)cc1OC | 0 | -2% | -3 | -13% | 0% | -11% | 4% | 27%
31 | CCN(CC)CCN(C(=O)c1ccc2ccccc2c1)c1nc2ccc(OC)cc2s1 | -24 | · | -7 | -1% | -13% | -6% | 25% | -9%
32 | CCN(CC)C(=O)Cn1cc(C(=O)C(=O)N2CCN(c3ccc([N+](=O)[O-])cc3)CC2)c2ccccc21 | 0 | 4% | 1 | 0% | 1% | 3% | 6% | 3%
33 | COc1ccc(CNCC(O)(c2ccccc2)c2ccc(F)cc2)cc1 (stereo unspecified) | 22 | 5% | -13 | -1% | -2% | -9% | 2% | -2%
34 | COc1ccc(C(C)=O)cc1COC(=O)CNC(=O)c1cc(C)cc(C)c1 | -4 | 10% | 1 | 10% | -12% | 0% | 7% | 31%
35 | COc1ccccc1C(=O)Nc1cccc(SC)c1 | 12 | 9% | 0 | 8% | -4% | 0% | 15% | 20%
36 | CC1(C)CC2(CC(c3ccccc3F)c3cc(Cl)c(O)cc3O2)NC(=S)N1 (stereo unspecified) | -18 | 9% | -1 | 0% | -22% | 9% | 8% | 34%
37 | O=C(c1cc(-c2ccncc2)nc2ccc(Br)cc12)N1CCN(Cc2ccc3c(c2)OCO3)CC1 | 8 | -4% | 9 | -18% | -2% | -9% | 10% | -5%
38 | CCCCNC(=S)Nc1ccc(Oc2ccccc2)cc1 | 0 | ? | 5 | -3% | 0% | -6%[0.397 µM] | 11% | 19%
39 | CCOCCCNC(=S)N1CCN(C(=O)C(=O)Nc2ccc(C(=O)OC)cc2)CC1 | 17 | 1% | 4 | 2% | 2% | 0% | 1% | ·
40 | NS(=O)(=O)c1ccc(CCNC(=O)CSc2ccsc2[N+](=O)[O-])cc1 | -2 | -10% | 0 | -4% | 3% | -9% | 7% | 19%
41 | Cc1ccc2c(c1)N(C(=O)CCC(=O)NCCCN1CCOCC1)CCO2 | 8 | -1% | -1 | -1% | 4% | 0% | 9% | -29%
42 | C/C(=N\NC(=S)NCc1ccccc1)c1ccc(C#N)cc1 | -15 | 3% | 1 | 0% | 2% | 16% | 1% | -33%
43 | Clc1cccc(-c2nc(-c3ccccn3)no2)c1 | 1 | -14% | -6 | -8% | 0% | 4% | -1% | -15%
44 | CCOCCCN(CCC#N)C(=O)C1CCN(S(=O)(=O)c2ccc(-n3cnnn3)cc2)CC1 | 14 | -8% | 26 | -1% | 1% | -18% | 6% | 10%
45 | O=S(=O)(c1ccccc1)N1CCN(C(=S)Nc2ccc(F)cc2)CC1 | 13 | 32% | 2 | 11% | 1% | 21% | 0% | 6%
46 | COc1ccccc1Nc1nc(C)cs1 | ? | 20%[9.22 µM] | 4&-1 | -12%&2% | 5%&-9% | 3%&25% | -1%&10% | ?
47 | COc1ccc(C(O)c2nc(-c3cccc(C(F)(F)F)c3)cs2)cc1 (stereo unspecified) | 0 | 21% | -5 | 12% | -19% | 22µM* | 4% | ?
48 | COc1cccc(C2/C(=C(/O)c3ccc4c(c3)CC(C)O4)C(=O)C(=O)N2CCCn2ccnc2)c1 (stereo unspecified) | -6 | -1% | -13 | 8% | -2% | -13% | 0% | -6%
49 | CCN(C(=O)CN(C)S(=O)(=O)c1ccc2c(c1)n(C)c(=O)c(=O)n2C)c1cccc(C)c1 | · | -6% | -7 | · | · | 6% | · | 38%
50 | O=c1[nH]c(=O)c2cc3ccccc3nc2[nH]1 | -14 | -13% | -16 | 10% | 13% | -10% | 25% | ·
51 | Cc1nn(CC#N)c(=O)n1-c1ccc(F)cc1 | 0 | 1% | 3 | -1% | 8% | -21% | -1% | 13%

4 entries from above, as labelled records.
46	COc1ccccc1Nc1nc(C)cs1
- D3 antag: ?
- Abeta yeast res: 20%[9.22 µM]
- D3 ag: 4&-1
- aSyn yeast inh: -12%&2%
- EPAC2 antagonist: 5%&-9%
- TDP-43 yeast inh: 3%&25%
- EPAC2 agonist: -1%&10%
- FUS suppressor: ?

47	COc1ccc(C(O)c2nc(-c3cccc(C(F)(F)F)c3)cs2)cc1 (stereo unspecified)
- D3 antag: 0
- Abeta yeast res: 21%
- D3 ag: -5
- aSyn yeast inh: 12%
- EPAC2 antagonist: -19%
- TDP-43 yeast inh: 22µM*
- EPAC2 agonist: 4%
- FUS suppressor: ?

48	COc1cccc(C2/C(=C(/O)c3ccc4c(c3)CC(C)O4)C(=O)C(=O)N2CCCn2ccnc2)c1 (stereo unspecified)
- D3 antag: -6
- Abeta yeast res: -1%
- D3 ag: -13
- aSyn yeast inh: 8%
- EPAC2 antagonist: -2%
- TDP-43 yeast inh: -13%
- EPAC2 agonist: 0%
- FUS suppressor: -6%

49	CCN(C(=O)CN(C)S(=O)(=O)c1ccc2c(c1)n(C)c(=O)c(=O)n2C)c1cccc(C)c1
- D3 antag: ·
- Abeta yeast res: -6%
- D3 ag: -7
- aSyn yeast inh: ·
- EPAC2 antagonist: ·
- TDP-43 yeast inh: 6%
- EPAC2 agonist: ·
- FUS suppressor: 38%
